# Vif-A3F inh – qHTS for Inhibitors of Vif-A3F Interactions: qHTS | hit rate 0.2% among 390,000 | Potency, µM (series often up to 46.1 µM), inactives show at the highest dose activity, negative = active | HeLa A3F-eYFP + Vif (tagged APOBEC3F with the HIV-1 protein that degrades it), YFP fluorescence increase; also: potency is read from the fitted curve at half-maximal effect; % of control where 0% means no effect; nearly all actives have a fitted effect of over 65% in size
#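 Fluorescence increase (Ex 488/Em 500-530) after overnight compound treatment at 37 deg C flags inhibition of Vif-driven A3F-eYFP loss in stable HeLa A3F-eYFP/Vif cells seeded overnight beforehand.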
# Vif-A3G inh – qHTS for Inhibitors of Vif-A3G Interactions: qHTS. AID 602310, 2012. hit rate 0.076% among 410,000. Potency, µM (doses to about 46.1 µM), without a hit: at the top dose activity, negative = active, usual class: inhibitors. HeLa A3G-eYFP + Vif (tagged APOBEC3G with the HIV-1 protein that degrades it), YFP fluorescence, overnight;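 also: potency is read from the fitted curve at half-maximal effect; % is scaled to controls: 0 for no effect and ±100 for the full control effect; nearly all actives have a fitted effect of over 60% in size; hits raise eYFP signal because A3G escapes Vif-driven loss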
#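 HeLa cells stably expressing Vif and C-terminally eYFP-tagged A3G, seeded overnight at 37 deg C, then exposed to compound by pintool overnight at 37 deg C. Rise in yellow fluorescence (Ex 488/Em 500-530, Acumen) marks blocked Vif-driven A3G degradation.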
# Glioma ERSR ind – qHTS for Inducers of the Endoplasmic Reticulum Stress Response (ERSR) in Human Glioma: qHTS | hit rate 0.02% among 420,000 | U87-MG GRP78 promoter luciferase reporter, 16 h | AID 602332, 2012 | Potency, µM, for inactives: at the highest dose activation, hits mostly activators; also: potency is read from the fitted curve at half-maximal effect; series mostly up to about 76 µM; % of control where 0% means no effect; nearly all actives have a fitted effect of over 35% in size
#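 Stably transfected U87-MG human glioma cells carrying a GRP78-based luminescent sensor were seeded at 1000 cells/well, pin-dosed with compounds and incubated 16 h. Luciferase reagent was then added, and end-point luminescence was read after 10 min at room temperature.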
# IDH1 R132H inh – qHTS for Inhibitors of mutant isocitrate dehydrogenase 1 (IDH1): qHTS; Isocitrate dehydrogenase [NADP] cytoplasmic (Homo sapiens), O75874; IDH1-R132H enzyme, NADPH consumption, diaphorase/resazurin fluorescence; Potency, µM (doses to about 76.6 µM), without a hit: at the top dose activity change, negative = inhibition, most hits filed as inhibitors; hit rate 0.093% among 390,000; AID 602179, 2012; also: potency is read from the fitted curve at half-maximal effect; % is scaled to controls: 0 for no effect and ±100 for the full control effect; nearly all actives have a fitted effect of over 65% in size
#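 IDH1-R132H (0.5 ug/mL dispensed) in pH 7.5 Tris buffer was preincubated 30 min with compound, then given a substrate mix of 0.016 mM NADPH and 2 mM alpha-KG for 80 min at room temperature; remaining NADPH was read by diaphorase/resazurin fluorescence.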
# TrxR1 substrate – qHTS Assay for Substrates of Mammalian Selenoprotein Thioredoxin Reductase 1 (TrxR1): qHTS; Thioredoxin reductase 1, cytoplasmic (Rattus norvegicus), O89049; purified TrxR1 substrate turnover, NADPH consumption readout; Potency, µM (top dose mostly 114 µM), inactives show at the highest dose activity change, negative = substrate turnover; hit rate 0.01% among 390,000; AID 588456, 2011; also: potency is read from the fitted curve at half-maximal effect; % is scaled to controls: 0 for no effect and ±100 for the full control effect; nearly all actives have a fitted effect of over 50% in size
#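 Rat TrxR1, dispensed at 90 nM, was prereduced with 400 uM NADPH (final) for 5 min at ~22 deg C, then incubated with compound 15 min before 400 uM selenite. A first-read NADPH fluorescence drop versus no-compound background flagged substrates.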
# USP1 inh – Inhibitors of USP1/UAF1: Primary Screen. AID 743255, 2014. Potency, µM (doses to about 57.1 µM), without a hit: at the highest dose activity change, negative = inhibition, most hits filed as inhibitors. hit rate 0.23% among 390,000. recombinant USP1/UAF1, Ub-Rhodamine cleavage fluorescence. Ubiquitin carboxyl-terminal hydrolase 1 (Homo sapiens), O94782; also: potency is read from the fitted curve at half-maximal effect; % is scaled to controls: 0 for no effect and ±100 for the full control effect; nearly all actives have a fitted effect of over 60% in size; inactives centre near -12
# Target sequence (O94782 whole entry, looked up): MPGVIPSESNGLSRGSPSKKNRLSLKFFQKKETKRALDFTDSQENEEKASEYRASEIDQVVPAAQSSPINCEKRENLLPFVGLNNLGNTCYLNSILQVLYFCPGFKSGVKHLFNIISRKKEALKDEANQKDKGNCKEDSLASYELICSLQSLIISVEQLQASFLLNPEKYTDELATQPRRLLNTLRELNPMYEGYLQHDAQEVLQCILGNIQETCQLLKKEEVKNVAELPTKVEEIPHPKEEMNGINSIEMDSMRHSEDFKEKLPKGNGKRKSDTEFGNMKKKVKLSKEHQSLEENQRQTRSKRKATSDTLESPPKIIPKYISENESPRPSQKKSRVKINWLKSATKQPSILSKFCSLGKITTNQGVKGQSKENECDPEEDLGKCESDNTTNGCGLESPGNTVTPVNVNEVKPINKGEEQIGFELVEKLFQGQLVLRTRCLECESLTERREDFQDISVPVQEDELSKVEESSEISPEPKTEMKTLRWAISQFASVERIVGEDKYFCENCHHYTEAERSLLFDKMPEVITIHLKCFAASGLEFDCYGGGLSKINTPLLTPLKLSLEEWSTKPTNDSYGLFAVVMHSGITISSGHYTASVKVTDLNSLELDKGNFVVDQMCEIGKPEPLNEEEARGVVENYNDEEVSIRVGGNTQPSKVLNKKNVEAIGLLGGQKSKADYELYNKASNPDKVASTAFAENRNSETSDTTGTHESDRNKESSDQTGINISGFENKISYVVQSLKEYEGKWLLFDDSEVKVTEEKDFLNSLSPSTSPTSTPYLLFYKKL
#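 USP1/UAF1 complex at 1 nM was preincubated with compound for 15 min at room temperature, then Ub-Rho substrate (150nM final) was added. Fluorescence (480/540 nm) was read kinetically, 6 reads every 60 seconds.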
# LDHA block – qHTS assay for inhibitors of human lactate dehydrogenase; AID 1347041, 2019; activity change, % (values are at about 110 or 230 µM); purified LDHA, NADH/diaphorase-resazurin fluorescence; active compounds read low; hit rate 0.15% among 480,000; L-lactate dehydrogenase A chain (Homo sapiens), P00338; in the data active = activity change below about -30%; inconclusive = mostly about -25% to -30%;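 also: plate controls were DMSO wells for no effect and wells without enzyme for full effect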
#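 LDH5 2 nM; NADH 0.06 mM, pyruvate 0.2 mM; 200 mM Tris pH 7.4, EDTA, Tween-20; 5 min RT. Detection: diaphorase 0.133 mg/mL + resazurin 37 µM, fluorescence ex540/em590 at 0 and 20 min; normalized to enzyme-free and DMSO wells.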
# RXFP1 agonist – qHTS Assay for Agonists of the Relaxin Receptor RXFP1 | Relaxin receptor 1 (Homo sapiens), Q9HBX9 | HEK293T-RXFP1 cAMP TR-FRET, 30 min; response scale: percent of porcine relaxin response, buffer zero | Potency, µM (series often up to 57.5 µM), for inactives: at the highest dose activation, most hits filed as activators | hit rate 0.3% among 370,000 | AID 2676, 2010; also: potency is read from the fitted curve at half-maximal effect; % is scaled to controls: 0 for no effect and ±100 for the full control effect; nearly all actives have a fitted effect of over 60% in size; many of its hits are not listed in these tables
#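 Agonist response is measured as cAMP accumulation in an RXFP1-transfected HEK293T line under PDE4 inhibition. Values are scaled between buffer-only and 29 nM porcine relaxin, and EC50s come from standard Hill equation fits.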
# PI4K2A inh – qHTS for small molecular inhibitors of PI4K2A; purified PI4K2A, ADP-Glo luminescence, 1 h; active compounds read low; activity change, negative = inhibition, % at 76.9 µM; hit rate 0.13% among 420,000; AID 1346378, 2018; in the data active = activity change below about -50%; inconclusive = mostly about -30% to -49%;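 also: -100% = wells without enzyme as full effect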
#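 ADP-Glo luminescence measured ADP generated by PI4K2A enzyme (4 ug/mL before mixing) with 1.2 mM PI substrate (pre-mix) and 300 microM ATP (pre-mix). Tris pH7.5 buffer with MgCl2, Triton X-100; 1 h reaction at ambient temperature.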
# Active calls of the source: *; u = inconclusive; x = not tested or not shown; & = joins results of further samples; [ ] = another dose, or the depositor's remark. Unless noted, calls follow the shape of the dose curve; as a rule, active = well fitted curve in the direction sought with a large enough effect; inconclusive = small, poorly fitted or top-dose-only effect, or another doubt; inactive = no such curve, though single readings can be large; an effect the other way counts as inactive or inconclusive. Some of the compounds tested; the hit share may differ from the screen's.
nr	mol	Vif-A3F inh	Vif-A3G inh	Glioma ERSR ind	IDH1 R132H inh	TrxR1 substrate	USP1 inh	LDHA block	RXFP1 agonist	PI4K2A inh
1	O=C(CCN1C(=O)/C(=C/c2ccccc2Cl)SC1=S)NNC(=O)c1ccccc1O	21%	3%	-6%	0%	3%	-15%	-3	-3.8%	0
2	CCCCN1CC(c2nc3ccccc3n2CCCCOc2ccccc2C)CC1=O (configuration not stated)	-1%	0%	-6%	0%	-4%	-23%	0	-0.7%	-1
3	COc1ccc(-n2c(CC3C(=O)N(C)c4ccc(C)cc43)nc3ccccc3c2=O)cc1 (configuration not stated)	x	x	x	x	-9%	-23%	3	4.1%	-3
4	C=CCOc1nc(N(C)C)nc(N(C)C)n1	1%	-3%	-5%	1%	-2%	-6%	-5	1.6%	2
5	Fc1ccc2[nH]c3c(N4CCc5ccccc5C4)ncnc3c2c1	3%	-8%	-9%	3%	9%	-15%	-9	-0.5%	3
6	Cn1cnnc1SCCC(=O)Nc1ccc(Cl)cc1	-4%	0%	1%	0%	-5%	-16%	-2	0.7%	0
7	CC1(C)CC(=O)C=C(c2cccc(O)c2)C1	2%	-2%	5%	-1%	1%	5%	-8	0.2%	-5
8	COc1ccccc1NC(=O)Cn1nnc(-c2ccccc2NC(=O)c2ccco2)n1	-13%	-18%	-6%	-2%	5%	-15%	-6	1.5%	-9
9	CC(=C/C(=O)O)/C(=C/c1ccccc1)C(=O)O	6%	-1%	10%	-3%	-13%	1%	-6	-0.1%	0
10	Cc1ccc(NC(=O)C2CCCCC2)cc1C	-2%	7%	-4%	-8%	3%	-25%	-4	0.3%	1
11	C=CCSc1nnc(NC(=O)c2cccc(S(=O)(=O)N(C)c3ccccc3)c2)s1	-9%	-11%	-3%	9%	0%	-22%	0	-1.9%	-4
12	CCN1C(=O)/C(=C/c2ccc(OC)c(OC)c2)N=C1SCC(=O)NCc1ccco1	4%	-2%	-4%	-2%	7%[57.1 µM]	-18%	-5	0.9%	2
13	O=c1cc(-c2cccc(F)c2)[nH]c2ccccc12	-15%	u	-3%&-4%	10%	4%	u	2	2.3%	-1
14	O=C(NC1CCCC1)C1=COCCO1	2%	0%	-3%	-1%	-7%	2%	-8	0.8%	1
15	O=C1CC2(CCCC2)C(=O)N1CN1CCN(S(=O)(=O)c2ccc(Cl)c(Cl)c2)CC1	-14%	-4%	-4%	-2%	-16%	-1%	2	2.2%	-2
16	CNC(=O)CSc1cnc2ccccc2n1	4%	1%	-3%	6%	-8%[57.1 µM]	-12%	-3	1.3%	1
17	O=C(CC(=O)NC1CCCCC1)N/N=C/c1ccccc1Cl	5%	0%	-4%	9%	-2%	-16%	-2	0.5%	-3
18	COc1ccccc1N(/N=C1\Sc2ccccc2C1=O)C(C)=O	-10%	-18%	-7%	-2%	-8%	u	-1	0.2%	-2
19	CCOC(=O)C1=C(C)NC(=O)C1CC(=O)O (configuration not stated)	-14%	1%	-2%	u	-7%	-9%	-23	-2.0%	4
20	COc1cccc(-c2nnn(CCC(=O)O)n2)c1	-8%	-3%	-5%	1%	-13%	-7%	0	0.1%	-8
21	CC(C)N(C(=O)Cn1cc(S(=O)(=O)CC(=O)NCCc2ccccc2)c2ccccc21)C(C)C	1%	0%	-2%	5%	x	-13%	0	x	3
22	Cc1cc(C)c2c(=O)n3c(nc2c1)C(CC(C)C)NC(=O)c1cc2ccccc2cc1-3 (configuration not stated)	-1%	-7%	-3%	4%	x	-27%	2	x	2
23	C=CCn1c(SCC(=O)Nc2c(C)n(C)n(-c3ccccc3)c2=O)nc2sc(C)c(-c3ccccc3)c2c1=O	6%	0%	-3%	-7%	-7%[57.1 µM]	-4%	-2	-3.0%	-1
24	CCCc1cc(C(=O)NNC(=S)NC2CCCCC2)cs1	-3%	3%	3%	-21%	1%	-5%	-7	-1.5%	1
25	Cn1c(SCC(=O)NC(=O)Nc2ccccc2)nnc1-c1ccncc1	0%	-1%	-2%	4%	-14%	-22%	-8	2.9%	1
26	CC1CN(C(=O)COC(=O)COc2ccc(C#N)cc2)CC(C)O1 (configuration not stated)	-5%	0%	-2%	0%	-8%	-22%	-5	0.8%	1
27	COc1cc(S(=O)(=O)N2CCOCC2)ccc1NC(=O)COC(=O)C12CC3CC(CC(C3)C1)C2	-8%	0%	-1%	3%	-7%	-3%	2	2.5%	2
28	CCC(=O)N/N=C(\C)CC(=O)Nc1ccc(F)cc1	-3%	4%	-1%	8%	7%	-19%	0	-0.1%	3
29	O=C(N/N=C/c1cccnc1)c1cccc(NC(=O)c2ccccc2Cl)c1	u	-4%	1%	-8%	-4%[57.1 µM]	-2%	-10	-1.3%	0
30	COc1cccc(N2CCN(S(=O)(=O)c3ccc(-c4coc(C)n4)cc3)CC2)c1	10%	-1%	-4%	-5%	1%	-18%	1	-1.6%	-9
31	O=C(c1ccc(Br)s1)N(Cc1cccnc1)c1nc2ccc(F)cc2s1	1%	7%	-3%	-14%	1%[57.1 µM]	-22%	4&-10	0.5%	0
32	CCn1ncc(Br)c1C(=O)NC(C)c1ccccc1 (configuration not stated)	8%	2%	-6%	-1%	1%	-2%	-9	1.5%	3
33	COc1cc(/C=N/N2CCOCC2)ccc1OCc1ccc(Cl)cc1	4%	0%	1%	4%	7%[57.1 µM]	-19%	-5	-1.2%	4
34	COc1ccc(OCC(=O)Nc2c3c(nn2-c2ccccc2)CS(=O)(=O)C3)cc1	2%	0%	-5%	4%	-3%	-8%	13	-2.9%	5
35	CCOC(=O)c1cn(Cc2ccc(C)cc2)nn1	-5%	-1%	2%	1%	-7%	-5%	-5	0.3%	3
36	O=C(CC[C@H]1O[C@@H](n2ccc(=O)[nH]c2=O)[C@H](O)[C@@H]1O)NCCN1CCOCC1	x	2%	-5%	x	x	x	-4	x	-4
37	Cc1cc(C)c(NC(=O)Cn2ncc3ccccc32)c(C)c1	-30%	-2%	-1%	-2%	10%[57.1 µM]	-18%	-4	3.0%	-1
38	CCCCN1C(=O)CC(C(=O)O)C1c1ccc(OC)cc1 (configuration not stated)	6%	1%	-3%	3%	-1%	-21%	-1	0.0%	-1
39	C[C@H](CO)N1C[C@H](C)[C@@H](CN(C)S(=O)(=O)c2cn(C)cn2)OCc2cnnn2CCCC1=O	-1%	1%	-1%	-5%	x	-30%	-5	x	1
40	Cc1c(C(=O)OC(C)C)[nH]c2c1C(=O)CCC2	-1%	1%	1%	2%	9%	3%	-4	0.0%	1

# Screen by screen, as entered above:
# IDH1 R132H inh, compounds 33 to 40: 4%, 4%, 1%, x, -2%, 3%, -5%, 2%
# USP1 inh, compounds 33 to 40: -19%, -8%, -5%, x, -18%, -21%, -30%, 3%
# RXFP1 agonist, compounds 33 to 40: -1.2%, -2.9%, 0.3%, x, 3.0%, 0.0%, x, 0.0%

# The list goes on.
nr	mol	Vif-A3F inh	Vif-A3G inh	Glioma ERSR ind	IDH1 R132H inh	TrxR1 substrate	USP1 inh	LDHA block	RXFP1 agonist	PI4K2A inh
41	Cc1csc(NC(=O)CSc2nnc3ncccn23)n1	-1%	0%	-4%	2%	3%	3%	1	4.9%	5
42	Cc1c(C(=O)NCC(c2ccco2)N(C)C)oc2c(Cl)cccc12 (configuration not stated)	5%	1%	-4%	-7%	-5%	-17%	-9	0.1%	2
43	Cc1ccc2c(c1)N(CC(=O)N1CCOCC1)C(=O)CO2	-1%	4%	-5%	-10%	3%	-8%	-9	0.8%	-1
44	CCOc1ccccc1NC(=O)NCc1ccco1	5%	0%	3%	-5%	-1%	-4%	0	-2.3%	1

# Four entries already listed, arranged by the value under USP1 inh, high to low:
item | canonical_smiles | USP1 inh
41 | Cc1csc(NC(=O)CSc2nnc3ncccn23)n1 | 3%
44 | CCOc1ccccc1NC(=O)NCc1ccco1 | -4%
43 | Cc1ccc2c(c1)N(CC(=O)N1CCOCC1)C(=O)CO2 | -8%
42 | Cc1c(C(=O)NCC(c2ccco2)N(C)C)oc2c(Cl)cccc12 (configuration not stated) | -17%

# Some entries already given, limited to Glioma ERSR ind, RXFP1 agonist and TrxR1 substrate.
entry | Compound | Glioma ERSR ind | RXFP1 agonist | TrxR1 substrate
42 | Cc1c(C(=O)NCC(c2ccco2)N(C)C)oc2c(Cl)cccc12 (configuration not stated) | -4% | 0.1% | -5%
43 | Cc1ccc2c(c1)N(CC(=O)N1CCOCC1)C(=O)CO2 | -5% | 0.8% | 3%

# Screening results: PubChem BioAssay, National Center for Advancing Translational Sciences (NCATS)
